B2AR arrestin: recruits beta-arrestin to the human beta2-adrenergic receptor; P07550; AID 492947; beta-arrestin recruitment to beta2AR, cell-based reporter; Potency, µM (top dose mostly 46.1 µM), for the others: top-dose activation, usual class: activators; actives 0.02% (n = 330,000);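 further: potency means the concentration at half of the fitted maximal effect; 0% = DMSO controls and full agonism = EC100 isoproterenol or metaproterenol; nearly all actives have a fitted effect of over 65% in size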
Eya2 phos inh: blocks the phosphatase activity of human Eya2. recombinant Eya2, OMFP fluorescence dephosphorylation (OMFP is methylfluorescein phosphate). Potency, µM (series often up to 76.9 µM), inactives show top-dose activity, negative = inhibition, actives largely listed as inhibitors. actives 0.006% (n = 330,000). AID 488837; further: potency means the concentration at half of the fitted maximal effect; on the % scale 0 is the no-effect control and ±100 the full control effect
Target sequence (O00167 whole entry, looked up): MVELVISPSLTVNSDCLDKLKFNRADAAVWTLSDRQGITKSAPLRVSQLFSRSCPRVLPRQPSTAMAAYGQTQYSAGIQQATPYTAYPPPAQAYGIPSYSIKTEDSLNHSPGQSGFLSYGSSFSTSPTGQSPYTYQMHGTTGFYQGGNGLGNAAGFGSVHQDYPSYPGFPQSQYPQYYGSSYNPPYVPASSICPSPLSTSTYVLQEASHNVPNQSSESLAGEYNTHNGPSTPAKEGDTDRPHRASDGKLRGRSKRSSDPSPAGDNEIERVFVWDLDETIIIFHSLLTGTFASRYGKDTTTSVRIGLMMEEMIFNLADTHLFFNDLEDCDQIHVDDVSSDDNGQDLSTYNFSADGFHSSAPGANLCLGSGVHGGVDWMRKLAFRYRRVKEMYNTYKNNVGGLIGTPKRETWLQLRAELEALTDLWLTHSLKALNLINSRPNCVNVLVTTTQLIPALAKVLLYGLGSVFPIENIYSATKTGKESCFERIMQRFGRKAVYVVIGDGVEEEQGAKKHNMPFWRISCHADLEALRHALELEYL
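Eya2 protein (added as 0.2 uM solution) was preincubated with compound for 10 min at ambient temperature in 50 mM HEPES pH 7.5, 50 mM NaCl, 5 uM MgCl2, 0.05% BSA, 1 mM DTT. OMFP (added at 50 uM) then reacted 10 min; fluorescence read at 485/525 nm.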
Tb PFK inh: blocks T. brucei phosphofructokinase; actives 0.17% (n = 330,000); T. brucei PFK, ADP-Glo luminescence; AID 485367; Potency, µM (top dose mostly 57.5 µM), for the others: top-dose activity, negative = inhibition, usual class: inhibitors;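 further: potency means the concentration at half of the fitted maximal effect; 0% = uninhibited 1x PFK enzyme wells and -100% = no-enzyme wells; nearly all actives have a fitted effect of over 60% in size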
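PFK 1.25 nM, F6P 0.5 mM, ATP 0.1 mM, 0.1 M TEA pH 8.0, 5 mM MgCl2, 0.01% Tween20, 0.1% BSA; 45 min RT. ADP-Glo readout. qHTS titration up to 57 uM; curves fitted, compounds curve-classed.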
TSG101-PTAP inh: blocks PTAP/TSG101 interaction to inhibit HIV-1 budding; Q99816; Fluorescence polarization, FITC-PTAP peptide / Tsg101 binding; Potency, µM (series often up to 115 µM), without a hit: top-dose activity change, negative = inhibition, actives largely listed as inhibitors; 340,000 tested, under 10 active; AID 493005; active means well fitted inhibition curve with a large enough effect in the main read-out, with a control signal flat, not every such curve was filed as active; inconclusive means small, poorly fitted or top-dose-only effect, or effect the other way, or a change in a side signal; inactive means no such curve, though single readings can be large or run the other way; further: potency means the concentration at half of the fitted maximal effect; % of control where 0% means no effect
Target sequence (Q99816 whole entry, looked up): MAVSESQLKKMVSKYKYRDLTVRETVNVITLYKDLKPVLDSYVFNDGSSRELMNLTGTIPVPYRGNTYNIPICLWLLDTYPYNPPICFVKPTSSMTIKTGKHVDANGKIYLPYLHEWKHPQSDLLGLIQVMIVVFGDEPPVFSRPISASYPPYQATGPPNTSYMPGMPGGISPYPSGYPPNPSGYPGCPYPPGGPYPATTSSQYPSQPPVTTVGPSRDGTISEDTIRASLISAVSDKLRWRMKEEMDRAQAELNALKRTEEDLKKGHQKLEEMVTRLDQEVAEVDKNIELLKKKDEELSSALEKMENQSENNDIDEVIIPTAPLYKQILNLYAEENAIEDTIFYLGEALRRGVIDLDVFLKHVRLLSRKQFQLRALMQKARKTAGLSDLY
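Steps: Tsg101 binding domain dispensed (10 uM final), compounds pinned in DMSO, FITC-labeled PTAP-motif peptide added (50 nM final); after 20 min binding at room temperature, polarization measured.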
ELG1 repair inh: blocks ELG1-dependent DNA repair in HEK293T cells | Potency, µM (top dose mostly 46.1 µM), for inactives: top-dose activity change, negative = inhibition, usual class: inhibitors | actives 2.3% (n = 330,000) | HEK293T ELG1-luciferase reporter, luminescence, 16 h; DNA damage induced by 5-fluorouridine; further: potency means the concentration at half of the fitted maximal effect; on the % scale 0 is the no-effect control and ±100 the full control effect; nearly all actives have a fitted effect of over 55% in size
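Overnight (16 hr) co-exposure of 2,000 cells/well to 5-fluorouridine and compound at 37 °C preceded detection. Luciferase was quantified via ONE-Glo luminescence; loss of signal denotes inhibition.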
TCR activator: T cell receptor activation | primary human leukocytes, anti-CD3, IL-2 HTRF, 48 h | 330,000 tested, under 10 active | Potency, µM (top dose mostly 9.22 µM), for inactives: at the top dose activation of IL-2 secretion, most hits filed as activators; further: % of control where 0% means no effect
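Primary human leukocytes incubated 48 hr with anti-CD3 beads plus compound, without co-stimulation. Secreted IL-2 measured by HTRF (europium cryptate/d2 anti-IL-2 pair, 320 nm excitation, 665 nm emission).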
USP2a inh: blocks human ubiquitin-specific protease USP2a. O75604. USP2 core, Ub-CHOP2 coupled fluorogenic reporter, 485/531. Potency, µM (top dose mostly 38.3 µM), inactives show at the highest dose activity change, negative = inhibition, usual class: inhibitors. actives 0.01% (n = 330,000). AID 463254;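 further: potency means the concentration at half of the fitted maximal effect; plate controls were DMSO wells for no effect and full inhibition by NEM control for full effect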
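USP2 core (10nM final) preincubated 30min RT with compound in 20mM Tris-HCl pH 8.0, 2mM CaCl2, 2mM beta-mercaptoethanol, 0.05% CHAPS; 25nM Ub-CHOP2 plus 25nM reporter substrate added, fluorescence (Ex485/Em531) read after 60min.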
uPA surface inh: cell surface uPA generation inhibition. actives 0.31% (n = 330,000). Potency, µM (titrated, usually from 38.3 µM), without a hit: at the highest dose activity change, negative = inhibition, actives largely listed as inhibitors. cell surface uPA generation assay, qHTS; active means well fitted inhibition curve with a large enough effect; inconclusive means small, poorly fitted or top-dose-only effect; inactive means no such curve, though single readings can be large or run the other way; tested in mouse RAW 264.7 cells; further: potency means the concentration at half of the fitted maximal effect; on the % scale 0 is the no-effect control and ±100 the full control effect; nearly all actives have a fitted effect of over 55% in size
Mito fusion yeast: inhibitors of mitochondrial division or activators of mitochondrial fusion; S. cerevisiae fusion-defective mutant growth rescue, CellTiterGlo 48 h; actives 0.23% (n = 320,000); Potency, µM (series often up to 46.1 µM), for inactives: at the top dose growth rescue (activation), most hits filed as activators;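 further: potency means the concentration at half of the fitted maximal effect; % of control where 0% means no effect; nearly all actives have a fitted effect of over 45% in size; temperature-sensitive fusion mutants such as fzo1-1 at 37 °C on non-fermentable ethanol glycerol medium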
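Compounds are tested for their ability to restore growth of mitochondrial fusion-defective yeast strains at non-permissive 37C in YPEG medium over 48 hours. Viability is quantified by luciferase luminescence.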
TSHR antagonist: blocks TSH signaling through the human TSH receptor; P16473; TSHR-expressing cells, TSH-stimulated cAMP HTRF, 2 h; active compounds read low; activity change, negative = inhibition, % at 11.5 µM; actives 0.2% (n = 330,000); AID 504810;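 active means activity change below a set negative limit, meaning inhibition stronger than a set level, cut at about -70% in these data; inconclusive means activity change between two set negative limits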; further: on the % scale 0 is the no-effect control and ±100 the full control effect
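Competitive HTRF cAMP read-out (cryptate anti-cAMP antibody, cAMP-d2; 30 min, room temperature) in freshly harvested TSHR cells. Compounds added before TSH at EC80 (4nM final), followed by 2 hours' incubation at 37 deg C.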
Chronic BCR inh: chronic active BCR signaling inhibition | ABC-DLBCL IkBa-CBG/CBR reporter, luminescence ratio, 4 h | Potency, µM (titrated, usually from 46.1 µM), without a hit: at the top dose ratio change, negative = lower green/red ratio, most hits filed as inhibitors | actives 0.05% (n = 340,000); active means well fitted inhibition curve with a large enough effect in the signal ratio, with a control signal flat, not every such curve was filed as active; inconclusive means small, poorly fitted or top-dose-only effect, or effect the other way, or a change in a side signal; the % refers to the signal ratio;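 further: potency means the concentration at half of the fitted maximal effect; plate controls were basal doxycycline-induced cells for no effect and cells given 10 µM MG132 for full effect; MG132 reads +100%, hits lower the ratio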
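TMD8 ABC-DLBCL cells carrying doxycycline-inducible green luciferase fused to IkappaBalpha plus unfused red luciferase were exposed to compounds (up to 46 uM) for 4 hrs at 37C. Activity came from the overlap-corrected green/red luminescence ratio.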
Starred values were filed as active, the others as inactive; ? = inconclusive; · = no result given; [ ] = remark or other dose. Unless noted, the call rests on the fitted dose curve; in most records, active means well fitted curve in the direction sought with a large enough effect; inconclusive means small, poorly fitted or top-dose-only effect, or another doubt; inactive means no such curve, though single readings can be large; an effect the other way counts as inactive or inconclusive.

SMILES	B2AR arrestin	Eya2 phos inh	Tb PFK inh	TSG101-PTAP inh	ELG1 repair inh	TCR activator	USP2a inh	uPA surface inh	Mito fusion yeast	TSHR antagonist	Chronic BCR inh
CCOc1ccccc1CNC(=O)c1ccc(Sc2ccc(Cl)cc2)c(NC(C)=O)c1	-0.8%	3%	-9%	-4%	?	-3%[46.1 µM]	4%	3%	?	-21	-2%
COc1ccc(Nc2nnc(-c3ccc(C(N)=O)cc3)c3ccccc23)cc1	-0.9%	4%	0%	0%	?	·	1%	0%	1%	51	?
O=C(CSc1ncnc2ccccc12)Nc1cccc(S(=O)(=O)N2CCCC2)c1	-0.1%	7%	3%	4%	-9%	3%	0%	-7%	9%	5	?
O=C(O)/C=C1\NC(=O)c2ccccc21	0.1%	-13%	-4%	-13%	12%	2%	0%	4%	-1%	-23	?
CC(C)(C)n1nc2c(c1NC(=O)COc1ccc(F)cc1)CS(=O)(=O)C2	0.0%	4%	-12%	-2%	16%	-4%	2%	-2%	1%	-9	-3%
Clc1ccc(CN2CCN(c3ncnc4scc(-c5cccs5)c34)CC2)cc1	0.2%	4%	-3%	-1%	23µM*	-5%	2%	-9%	?	-15	8%
CC1(C)CC(=O)C2=C(C1)Nc1ccccc1NC2c1ccc2c(c1)OCO2 (configuration not stated)	3.0%	-3%	-1%	-2%	14%	10%	1%	0%	-2%	3	-1%
Cc1ccc(S(=O)(=O)c2nc(-c3ccccc3)oc2NCCCN2CCOCC2)cc1	-0.2%	0%	-4%	-10%	3%	2%	2%	4%	-5%	1	0%
C=CCn1c(SCc2ccccc2)nnc1-c1cccnc1	0.5%	-9%	-3%	-3%	4%	·	1%	8%	-20%	-8	?
Cc1oc(-c2cc(F)cc(F)c2)nc1CN1CCN(C(=O)c2ccco2)CC1	-0.5%	-11%	-6%	-6%	-19%	4%	-1%	-3%	-4%	-1	-5%
COc1ccc(/C=C/C(=O)OCC(=O)c2ccc3c(c2)NC(=O)CO3)cc1	-1.4%	0%	0%	-3%	?	3%	-1%	6%	1%	-6	-4%
COc1ccccc1-n1c(=O)[nH]c2c(C(N)=O)nc(CC(C)C)nc21	0.1%	-17%	3%	-2%	13%	-82%	-1%	1%	-1%	5	-8%
Cc1ccc(NC(=O)CN2C(=O)NC3(CCCCCC3)C2=O)cc1Cl	-0.5%	3%	-5%	-3%	-5%	0%	0%	?	2%	7	-11%
COc1ccc(NC(=O)c2ccc3c(=O)n4c(nc3c2)CCCCC4)cc1	0.2%	-6%	1%	0%	?	3%	4%	-3%	20%	-18	2%
C/C(N)=C(/C#N)C(=O)COc1ccc(Cl)cc1Cl	0.1%	6%	-5%	-2%	?	-6%	-1%	-1%	-17%	-2	?
COc1ccc(CCC(=O)N(C)CC(=O)Nc2cc(C)ccc2C)cc1	0.4%	-8%	-1%	-5%	8%	1%	3%	-1%	-5%	-4	-1%
CN(CC(=O)Nc1ccc(F)cc1)C(=O)C1CCCC1	-0.2%	3%	-7%	-4%	17%	4%	3%	17%	-2%	-4	1%
CCN(Cc1ccncc1)C(=O)c1cc(COc2ccc(C)c(C)c2)on1	-0.4%	-1%	-29%	-3%	-2%	0%	2%	6%	0%	3	?
COc1ccc(-c2[nH]c(-c3cccc(OC)c3)nc2SCC(=O)NC2CCCC2)cc1	-0.4%	-5%	-1%	2%	?	0%	-7%	?	10%	-26	?
Cc1ccc(C(=O)N2CCn3c(C)ccc3C2C)cc1 (configuration not stated)	-0.2%	3%	-1%	7%	-10%	4%	-1%	-4%	-17%	16	11%
COC(=O)Cn1c2ccc(Cl)cc2c2nc(C)sc21	-0.2%	10%	-1%	-5%	2%	3%	5%	-2%	-3%	6	-14%
Cc1sc2ncnc(N)c2c1C	-0.4%	4%	0%	-2%	11%	-18%	0%	-3%	-3%	16	-4%
Cc1ccccc1CC(=O)Nc1sc(C(C)C)cc1C(=O)N1CCOCC1	-0.3%	-9%	1%	0%	-3%	-3%	-2%	-18%	4%	2	0%
c1ccc2c(c1)OCc1cn[nH]c1-2	0.5%	-10%	2%	-7%	23%	-2%	4%	14%	1%	18	0%
CCc1ccc(CCC(=O)Nc2ccc(C)c(C)c2)o1	-0.4%	-28%	-1%	-6%	?	-24%	-2%	·	4%	-12	?
O=C(Nc1ccc(Oc2ccc(Cl)cc2)c(Cl)c1)c1cc(I)cc(I)c1O	-1.1%	2%	0%	0%	6%	-1%	3%	4%	-28%	-94*	15%
COc1ccccc1NC(=O)NCc1ccco1	-0.1%	4%	-1%	-2%	19%	-9%	2%	-5%	10%	8	-1%
COc1ccc(N2CCN(C(=O)NCc3ccc(C)cc3)CC2)cc1	-0.9%	16%	0%	-5%	-14%	0%	0%	-1%	7%	16	-8%
CC(C)CC1(C(=O)NCCN2CCOCC2)C=CCN1C(=O)c1ccccc1 (configuration not stated)	-0.8%	8%	-7%	-1%	19%	0%	1%	9%	1%	1	2%
COc1ccc(C(CCNCc2ccc(N(C)C)cc2)C(C)C)cc1 (configuration not stated)	0.1%	-9%	0%	1%	?	-3%	-2%	?	-6%	8	?
CC12COC3(C(=O)Nc4ccc(F)cc4)CC1CCC32C (configuration not stated)	-3.1%	4%	-3%	-2%	-1%	-5%[46.1 µM]	1%	3%	1%	7	3%
CCOC(=O)c1c(C)[nH]c(C(=O)OC)c1CCC(=O)OC	0.0%	-2%	0%	-6%	3%	7%	-2%	-2%	1%	13	-25%
COc1ccc2c(Cl)c(C(=O)OCC(=O)c3ccc4c(c3)NC(=O)CO4)sc2c1Cl	-0.8%	-15%	0%	-6%	3%	0%	0%	6%	1%	2	0%
O=C(NCc1ccc2c(c1)OCO2)c1ccc(CSCc2ccc(Cl)cc2)o1	-0.3%	3%	-5%	-5%	-21%	-7%[46.1 µM]	3%	7%	18µM*	-16	?
Cc1cc(OCCNCCO)cc(C)c1Cl	-1.1%	5%	-4%	2%	7%	-6%	2%	-8%	-6%	10	-7%
CCN=C1SC(CC(=O)NC(C)C)C(=O)N1CC (configuration not stated)	0.1%	-4%	1%	0%	1%	10%	1%	-13%	-2%	4	?
Cc1ccc(S(=O)(=O)NCc2c(-c3ccccc3)noc2C)cc1	4.8%	5%	0%	-2%	-25%	8%	9%	-6%	4%	23	-2%
O=C(CN1C(=O)C2C3C=CC(C3)C2C1=O)Nc1ccc2nccnc2c1 (configuration not stated)	-0.3%	12%	5%	-1%	-4%	-8%	1%	7%	1%	7	2%
COc1ccc(S(=O)(=O)Nc2cc(C(=O)NCCCOC(C)C)ccc2N2CCOCC2)cc1	0.1%	-5%	-3%	-4%	-9%	-2%	3%	-12%	2%	4	-17%
Cc1cc(Cl)ccc1OCC(=O)N(Cc1cccs1)C1CCS(=O)(=O)C1 (configuration not stated)	0.0%	2%	-2%	-2%	-4%	3%	-1%	-1%	2%	-13	?
COc1ccc(C(=O)N2CCN(c3ccc([N+](=O)[O-])c(NCCc4ccc(OC)c(OC)c4)c3)CC2)cc1	-0.8%	1%	0%	1%	?	1%[46.1 µM]	-2%	0%	14%	?	4%
Cc1cc(C)nc(SCC(=O)N/N=C/c2cc(C)n(-c3ccccc3C)c2C)n1	-1.3%	0%	-1%	-1%	12%	-5%	1%	-3%	-2%	-11	-1%
CN(c1ccc(OCCOc2ccccc2Cl)cc1)S(=O)(=O)c1ccccc1	-0.9%	-26%	4%	0%	-12%	-1%	3%	-4%	·	-14	-1%
CCOC(=O)CSc1nnc(-c2ccoc2C)n1-c1ccc(C)cc1	0.1%	-11%	3%	-2%	3%	-2%[46.1 µM]	-2%	0%	2%	-11	3%
CCCCN(C(=O)C1CC(=O)N(c2ccc3c(c2)OCCO3)C1)c1c(N)n(CCC)c(=O)[nH]c1=O (configuration not stated)	-1.7%	-10%	-27%	-1%	0%	1%	4%	2%	·	·	1%

From PubChem BioAssay
